# Screens deposited in PubChem BioAssay by several laboratories.
# MITF TRPM1 inh – inhibitors of MITF-dependent TRPM1 promoter reporter, primary screen, cell-based, SK-MEL-5, single point, luciferase | inhibition, % at 12.5 µM | SK-MEL-5 TRPM1 promoter luciferase, 24 h | 330,000 compounds, 0.83% hits;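 active = mean inhibition across replicates of 60% or more, whatever share of single replicates reaches that level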; also: values of inactives mirror those of a sister screen read the other way
# CF NFkB inh – inhibitors of PAF-induced NF-kB signaling, primary screen, cell-based, GFP fluorescence, uHTS; KKLEB NF-kB-GFP reporter, GFP fluorescence overnight; inhibition, % at 5 µM; 360,000 compounds, 0.86% hits; AID 588850, 2011;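 active = at least 50% inhibition at 5 µM, scaled per plate between neutral and stimulator controls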;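 also: PAF is a Pseudomonas aeruginosa culture filtrate used as stimulus; plate controls were PAF-stimulated DMSO wells for no effect and unstimulated DMSO wells for full effect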
# HIF-2a inh – HIF-2a reporter inhibitors, primary screen, luminescence, 786-0 RCC cells. 360,000 compounds, 0.72% hits. inhibition, % at 18.8 µM. AID 624352, 2012. 786-0 RCC cells HIF-2a reporter, luciferase luminescence, overnight;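 active = inhibition of the luminescence signal of 40% or more relative to plate controls, in a single-dose primary screen at 18.75 µM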
# TWEAK-Fn14 inh – inhibitors of TWEAK-Fn14 signaling, primary screen, luciferase reporter cells, uHTS; TWEAK-stimulated Fn14 reporter cells, luciferase luminescence, 8 h; inhibition, % at 10 µM; 360,000 compounds, 2% hits; in the data active = inhibition above about 50%
# KKLEB tox – cytotoxicity in KKLEB CF airway cells, primary screen, cytotoxicity control for CF NF-kB inhibitor project, cell-based, uHTS, fluorescence assay plates. activity change (cytotoxicity), % at 5 µM. KKLEB CF airway cells viability, ATPlite luminescence, overnight; stronger effect = lower value; cells stimulated with P. aeruginosa culture filtrate. 360,000 compounds, 0.36% hits;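 active = corrected activity change at or below -50% at 5 µM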
# C8 TRAIL sens – viability loss with TRAIL in NB7+C8 cells, primary screen, TRAIL sensitizer project, cell-based, ATPlite luminescence. AID 624354, 2012. inhibition (viability loss, TRAIL sensitization), % at 10 µM. 360,000 compounds, 1% hits;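 active = compounds causing at least 50% loss of cell viability in the single-dose screen, relative to plate controls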
# Shn3 3UTR inh – reduction of Shn3 3'UTR firefly luciferase signal, primary screen, Schnurri-3 inhibitor project, cell-based, Clone20 osteoblasts, set 2 | Clone20 osteoblast Shn3 3'UTR firefly luciferase, 24 h | inhibition, % at 12.5 µM | 360,000 compounds, 0.52% hits;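 active = mean inhibition of at least 75% with every replicate also reaching 75%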;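 also: 0% = median of neutral control wells and 100% = pilot-screen positive control compound; some compounds past the cut are filed as inactive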
# NR2E3 ag-1 – NR2E3 agonists in two-hybrid cells, primary screen, cell-based, luminescence, CHO-S, Gal4-NCOR/VP16-NR2E3; Photoreceptor-specific nuclear receptor (Homo sapiens), Q9Y5X4; luciferase; inhibition of corepressor binding, % at 3.98 µM; 360,000 compounds, 0.35% hits; AID 602229, 2012;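 active = inhibition above the mean of all tested compounds plus 3 SD, cut at about 70% in these data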;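 also: 0% = DMSO with NR2E3 transfected cells and 100% = cells lacking NR2E3 construct; higher means lower luciferase signal from less NR2E3 corepressor binding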
# Target sequence (Q9Y5X4 whole entry, looked up, the tested form may be a part): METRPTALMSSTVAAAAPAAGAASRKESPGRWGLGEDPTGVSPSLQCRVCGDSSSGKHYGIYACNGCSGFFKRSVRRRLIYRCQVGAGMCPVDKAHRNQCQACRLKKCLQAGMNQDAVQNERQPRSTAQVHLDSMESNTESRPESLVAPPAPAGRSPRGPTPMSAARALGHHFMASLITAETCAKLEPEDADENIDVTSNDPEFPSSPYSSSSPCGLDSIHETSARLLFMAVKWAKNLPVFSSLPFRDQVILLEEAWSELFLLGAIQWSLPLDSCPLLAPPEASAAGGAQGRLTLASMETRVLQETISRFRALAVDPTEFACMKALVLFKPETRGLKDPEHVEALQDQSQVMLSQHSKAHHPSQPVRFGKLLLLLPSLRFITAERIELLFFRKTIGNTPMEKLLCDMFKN
# TROY signal inh – inhibitors of TROY-driven NF-kB signaling, primary screen, Q293 LMP1-TROYcd cells, NF-kB luciferase, uHTS; inhibition, % at 10 µM; 360,000 compounds, 0.98% hits; Q293 LMP1-TROYcd NF-kB luciferase reporter, 4 h;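 active = compounds whose plate-normalised and pattern-corrected inhibition of the luciferase reporter signal at the single screening dose is 50% or more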
# Peg3 promoter – Peg3 promoter-driven luciferase inhibitors, primary screen, cell-based, HeLa, luciferase luminescence; HeLa PEG-Prom luciferase reporter, overnight; inhibition, % at 20 µM; 360,000 compounds, 1.7% hits; AID 588405, 2011;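 active = inhibition of at least 50% at 20 µM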
# NR2E3 ag-2 – inhibitors of NR2E3-RetCOR corepressor binding, primary screen, NR2E3 agonist project, biochemical, TR-FRET, GST-NR2E3, biotin-RetCOR | 1536-well | inhibition of corepressor binding, % at 4.78 µM | 320,000 compounds, 0.12% hits | AID 2300, 2010;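 active = percent inhibition above the cutoff of mean plus 3 SD of all tested compounds, set per screening campaign, cut at about 20% in these data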;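 also: 0% = DMSO wells and 100% = biotin wells as full block of FRET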
#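 Format: 1536-well format; test system: GST-NR2E3 and biotin-RetCOR proteins; read-out basis: percent inhibition of TR-FRET ratio; timing: 5 h incubation at 4 °C; detection: time-resolved FRET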
# An asterisk follows results filed as active; · = no result given.
# Order of results – MITF TRPM1 inh, TWEAK-Fn14 inh, KKLEB tox, CF NFkB inh, C8 TRAIL sens, NR2E3 ag-2, TROY signal inh, NR2E3 ag-1, Peg3 promoter, Shn3 3UTR inh, HIF-2a inh
[1] CCN(CC)CC(C)OC(=O)COc1ccc(OC)cc1 (stereo not given)
    -4.4, 13.3, -3.2, 1.4, 1.0, -0.3, -22.9, -3.0, 10.9, 13.2, 15.1
[2] Cn1c(O)c(/C=N/Nc2ccccc2)c(=O)n(C)c1=O
    1.5, -33.4, -2.4, -3.8, -14.1, -0.1, 3.0, -16.6, 12.0, 2.1, 16.2
[3] Nc1[nH]c(N=NC(=O)c2ccc(F)cc2)c2ccccc12
    -30.2, 30.7, -8.3, 9.4, 35.3, 1.1, 1.8, -57.6, -301.3, -26.4, -103.1
[4] CCOC(=O)c1ccc2ncc(C(=O)OCC)c(NCCN3CCOCC3)c2c1
    -7.1, -25.6, 1.1, -10.0, 5.9, -0.8, -3.5, -13.4, 10.3, -2.2, 14.4
[5] CN(C)CC(C)(C)CNCc1cc(=O)oc2ccc3ccccc3c12
    1.2, 46.7, 5.4, 3.1, 3.4, 3.3, 12.8, -27.1, -4.5, -8.1, 8.9
[6] O=C(Nc1ccccc1)Nc1ccccc1C(=O)NCc1ccco1
    -10.4, -8.6, 0.7, -11.8, 16.7, 7.0, -34.7, -20.8, -34.9, -19.6, -30.5
[7] CC(C)=CC(=O)Nc1ccc(Br)cc1
    -96.6, -20.9, 12.4, -6.7, 4.6, 2.8, -67.7, -102.7, -352.4, -42.5, -244.5
[8] O=C(CSc1cccc[n+]1[O-])Nc1cc(S(=O)(=O)N2CCOCC2)ccc1N1CCOCC1
    -3.7, 2.6, -5.1, 6.2, -19.7, 0.3, -1.0, -11.9, 14.2, -39.9, 6.3
[9] O=C(N/N=C/C1CC2CCC1C2)c1ccc2c(c1)OCO2 (stereo not given)
    5.2, -13.8, 13.1, -12.6, -9.0, -0.6, -49.7, -23.7, -6.6, -33.0, -1.8
[10] COC(=O)c1sccc1S(=O)(=O)Nc1ccc(C(O)(C(F)(F)F)C(F)(F)F)cc1
    ·, 4.9, 4.8, -11.6, 6.7, ·, 18.6, -56.0, -3.3, 15.4, -28.4
[11] O=C(CNC(=O)c1ccccc1Cl)NCCc1cccs1
    -14.7, -2.9, 11.0, -22.2, 5.3, ·, -8.1, -9.7, -24.3, -9.6, -42.4
[12] CC(C)(C)c1nc(S(=O)(=O)c2ccc(Cl)cc2)c(N2CCOCC2)o1
    -20.7, -16.5, 1.6, 12.3, -1.4, -2.6, 1.0, 4.2, 5.8, 6.3, -6.6
[13] COc1ccccc1C(C)NC(=O)Cc1ccsc1 (stereo not given)
    9.2, 7.8, -0.5, 1.7, 16.1, 2.2, 0.9, -27.6, 10.1, -9.7, 15.4
[14] CSc1nc(=NC(C)=O)ss1
    0.7, 2.4, 1.9, 9.2, -18.5, -1.6, -0.3, -22.0, -6.9, -12.7, 13.1
[15] CC(OC(=O)c1nc(Cl)ccc1Cl)C(=O)NCc1ccccc1 (stereo not given)
    ·, -6.0, 1.8, -0.8, -15.5, ·, 2.1, 6.2, 9.8, 2.2, 7.8
[16] COc1ccc2cc(CN(Cc3cccs3)Cc3nnnn3Cc3ccccc3)c(=O)[nH]c2c1
    -2.3, -15.6, -15.4, -18.5, 4.9, 3.7, -26.9, -16.5, -5.4, -1.5, -49.4
[17] COc1cccc(-c2nnc(SCc3nc4ccccc4[nH]3)n2N)c1
    2.6, 26.8, 0.2, -15.7, -2.6, -1.6, -63.3, -21.6, -13.4, -33.2, -28.3
[18] Cn1c(N)c(C(=O)COC(=O)/C=C/c2ccccc2Cl)c(=O)n(C)c1=O
    -52.9, -28.7, 7.4, -3.7, 3.1, -0.6, -38.7, 3.1, -250.9, -58.1, -142.6
[19] CCNC(=O)NC(=O)C(C)N1C(=O)NC(c2ccccc2)(c2ccccc2)C1=O (stereo not given)
    -0.7, 31.3, -4.2, 7.6, -3.4, 0.7, 9.2, -22.1, 15.2, 4.2, 1.4
[20] CSc1ccccc1NC(=O)c1ccc2c(c1)CCN2S(C)(=O)=O
    -26.8, 1.6, 6.9, -2.3, -4.6, -0.2, -21.4, -11.7, -77.6, -16.4, -114.4
[21] COC(=O)c1cn(-c2ccccc2)nc1-c1cccnc1
    -20.3, -20.1, -7.6, -4.8, 18.6, 3.1, -33.0, -12.9, -0.4, 20.3, 5.2
[22] CCOCCCNC(c1ccccc1)c1ccncc1 (stereo not given)
    -2.1, 3.2, -5.7, -0.6, -0.9, ·, 16.2, -40.7, 14.4, -46.5, 11.7
[23] C/C(=N\Nc1nc(-c2ccc(C)cc2C)cs1)c1cc2ccccc2oc1=O
    -21.7, 15.3, 11.3, 4.6, 10.7, 1.4, 6.4, -28.4, -0.7, -26.7, -25.6
[24] CCN(CC)CCn1c(=S)[nH]c2cc(C(=O)NCCc3ccc(OC)c(OC)c3)ccc2c1=O
    ·, -11.2, 9.3, 28.9, -8.7, ·, -2.1, -10.9, -2.9, -9.4, 10.7
[25] CCCOc1ccc(/C(O)=C2/C(=O)C(=O)N(CCN(C)C)C2c2ccc(O)c(OC)c2)cc1 (stereo not given)
    0.3, 4.7, 12.8, -2.8, -5.1, ·, 10.8, 13.9, 3.3, -10.3, 0.2
[26] O=C(COc1cc2oc(=O)c3c(c2cc1Cl)CCC3)NCc1ccncc1
    -23.3, -38.2, -1.5, -63.6, 0.9, -2.9, -0.6, 14.5, -15.6, -7.2, -9.9
[27] O=C(Nc1ccnn1C1CCN(Cc2ccc(OC(F)F)cc2)CC1)C1CCCC1
    1.8, 5.8, -11.2, 1.7, 2.0, 2.0, 23.7, -5.3, 19.6, 14.0, 11.4
[28] CC1(C)CC2CC(C)(CN2C(=O)COC(=O)c2ccc(O)cc2O)C1 (stereo not given)
    -9.7, 9.9, -5.8, 0.9, 4.7, ·, -7.6, 3.5, 17.5, 10.8, -3.6
[29] O=C(CNC(=O)c1ccc(S(=O)(=O)N2CCCC2)cc1)N/N=C/c1ccccc1
    0.1, -0.8, -2.7, -1.5, -4.8, -3.5, -25.7, -5.7, 8.1, 18.2, 9.6
[30] COc1ccc(CN2C(=O)NC3(CCCCCC3)C2=O)cc1F
    0.0, 12.5, 3.2, 2.8, -2.4, 2.3, -14.3, -7.2, 6.5, 2.1, 2.6
[31] Cc1nnc(NCc2ccco2)c2ccccc12
    1.6, 28.1, 6.6, 13.1, -12.2, 1.9, ·, 11.7, 4.9, 4.7, -3.2
[32] Cc1cccc(-n2c(C)cc(C(=O)NC3CCCCC3)c2C)c1
    -56.4, 11.0, -5.5, 8.1, 9.7, -2.5, -11.1, -19.8, -257.0, -41.1, -208.3
[33] CC(C(=O)NC1CCCC1)N(C(=O)c1ccc(-c2ccccc2)[nH]1)c1ccccc1F (stereo not given)
    5.7, 27.7, -8.3, 9.8, -0.5, 0.6, 18.9, 2.4, 4.3, 37.7, 13.9
[34] O=C(NCc1ccon1)c1ccc(OC2CCN(CCc3ccccc3)CC2)cc1
    -10.0, 0.0, -0.6, 0.2, 4.7, -0.2, -5.7, 1.5, 23.4, -3.9, 18.7
[35] O=c1c2cc(N3CCOCC3)ccc2[nH]c(=S)n1Cc1ccccc1Cl
    -8.2, -1.8, 0.9, -6.7, 12.2, 8.1, -5.2, -26.8, -4.1, -13.6, -6.9
[36] O=[n+]1c2c(n([O-])c3cc(Br)ccc31)CCC2
    10.9, 16.7, 3.7, -0.9, 16.9, 2.5, ·, -1.7, 6.8, -0.8, 1.5
[37] CC(C)c1ccc(NC(=O)COC(=O)C2CCCCC2)cc1
    -13.5, -15.9, -15.7, 12.1, -7.3, 2.3, -6.2, -4.0, 27.3, -4.0, -31.6
[38] COc1ccc(CCNC(=O)c2cccc(S(=O)(=O)N3CCCC3)c2)cc1
    -6.5, 0.2, 0.6, -8.6, -0.3, ·, 5.0, -11.7, 10.2, 2.7, 8.4
[39] CCC(C)(C)C1CCc2[nH]nc(C(=O)NCc3ccc(OC)cc3)c2C1 (stereo not given)
    -1.5, -22.1, 16.6, -1.7, 17.1, 2.1, 23.5, 16.8, -6.8, -2.6, -19.1
[40] COCCCNC(=O)CN(c1cccc(Cl)c1)S(C)(=O)=O
    -3.2, -5.5, -10.3, 11.5, 16.0, 1.9, 9.2, -2.9, 10.9, -3.0, 13.3
[41] O=C(NC(Cc1ccc(O)cc1)C(=O)N=Nc1c(O)[nH]c2ccccc12)c1ccccc1 (stereo not given)
    1.6, 27.0, -2.4, 4.4, -7.2, ·, -3.3, 1.2, 19.4, -15.7, 22.5
[42] CC(C)=C1C2CCC1C1C(=O)N(c3nc(-c4ccc(C(C)C)cc4)c(C)s3)C(=O)C21 (stereo not given)
    9.2, -18.6, 10.1, -4.0, 24.5, 2.8, 2.7, 2.5, 5.9, 31.1, 15.2
[43] COc1ccc(C(=O)NCCN2CCOCC2)cc1S(=O)(=O)Nc1ccc(C)cc1
    6.0, 11.7, 9.5, 13.9, 2.2, 0.0, -7.1, -7.0, 0.0, -8.2, 6.8

# In the list so far, these contain a Cl atom:
# Order of results – MITF TRPM1 inh, TWEAK-Fn14 inh, KKLEB tox, CF NFkB inh, C8 TRAIL sens, NR2E3 ag-2, TROY signal inh, NR2E3 ag-1, Peg3 promoter, Shn3 3UTR inh, HIF-2a inh
[11] O=C(CNC(=O)c1ccccc1Cl)NCCc1cccs1
    -14.7, -2.9, 11.0, -22.2, 5.3, ·, -8.1, -9.7, -24.3, -9.6, -42.4
[12] CC(C)(C)c1nc(S(=O)(=O)c2ccc(Cl)cc2)c(N2CCOCC2)o1
    -20.7, -16.5, 1.6, 12.3, -1.4, -2.6, 1.0, 4.2, 5.8, 6.3, -6.6
[15] CC(OC(=O)c1nc(Cl)ccc1Cl)C(=O)NCc1ccccc1 (stereo not given)
    ·, -6.0, 1.8, -0.8, -15.5, ·, 2.1, 6.2, 9.8, 2.2, 7.8
[18] Cn1c(N)c(C(=O)COC(=O)/C=C/c2ccccc2Cl)c(=O)n(C)c1=O
    -52.9, -28.7, 7.4, -3.7, 3.1, -0.6, -38.7, 3.1, -250.9, -58.1, -142.6
[26] O=C(COc1cc2oc(=O)c3c(c2cc1Cl)CCC3)NCc1ccncc1
    -23.3, -38.2, -1.5, -63.6, 0.9, -2.9, -0.6, 14.5, -15.6, -7.2, -9.9
[35] O=c1c2cc(N3CCOCC3)ccc2[nH]c(=S)n1Cc1ccccc1Cl
    -8.2, -1.8, 0.9, -6.7, 12.2, 8.1, -5.2, -26.8, -4.1, -13.6, -6.9
[40] COCCCNC(=O)CN(c1cccc(Cl)c1)S(C)(=O)=O
    -3.2, -5.5, -10.3, 11.5, 16.0, 1.9, 9.2, -2.9, 10.9, -3.0, 13.3

# An excerpt (hit frequency here may not be typical).
